From PubChem
AHR activator: human AHR activation. P35869. AHR-responsive luciferase reporter cells, luminescence. activation, % at 5 µM. 320,000 tested, 2.5% active. AID 2796; in the data active means activation above about 47%;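 further: 0% = vehicle wells and 100% = reference agonist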
Fam108B counter: Fam108B inhibition, counter-screen for RBBP9 inhibitors. recombinant Fam108B, FP-Rh probe fluorescence polarization. inhibition, % at 9.51 µM. 300,000 tested, 0.33% active. AID 1947;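 active means inhibition above the screen mean inhibition plus 3 SD, computed separately per campaign, cut at about 18% in these data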;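 further: inhibitors lower polarization as less probe binds the enzyme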
MCL1 BIM primary: MCL1-BIM-BH3 interaction inhibition (human); Q07820; 320,000 tested, 0.68% active; GST-MCL1 / FITC-Bim-BH3 fluorescence polarization; AID 2057; inhibition, % at 10.9 µM;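 active means inhibition above the mean inhibition of all tested compounds plus 3 SD, set per campaign, cut at about 40% in these data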;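 further: 0% = DMSO wells and 100% = unlabeled Bim-BH3 peptide control; higher means more loss of mP so more displacement of Bim peptide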
pPAFAH FP inh: pPAFAH (human) enzyme inhibition; Q13093; recombinant pPAFAH, FP-rhodamine probe fluorescence polarization; inhibition, % at 3.39 µM; 330,000 tested, 1.5% active;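 active means inhibition above the mean inhibition across the screen plus 3 SD, cut at about 25% in these data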;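 further: inhibitors block binding of the rhodamine activity-based probe so polarization drops; 0% = enzyme with DMSO and 100% = wells lacking pPAFAH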
Target sequence (Q13093 whole entry, looked up): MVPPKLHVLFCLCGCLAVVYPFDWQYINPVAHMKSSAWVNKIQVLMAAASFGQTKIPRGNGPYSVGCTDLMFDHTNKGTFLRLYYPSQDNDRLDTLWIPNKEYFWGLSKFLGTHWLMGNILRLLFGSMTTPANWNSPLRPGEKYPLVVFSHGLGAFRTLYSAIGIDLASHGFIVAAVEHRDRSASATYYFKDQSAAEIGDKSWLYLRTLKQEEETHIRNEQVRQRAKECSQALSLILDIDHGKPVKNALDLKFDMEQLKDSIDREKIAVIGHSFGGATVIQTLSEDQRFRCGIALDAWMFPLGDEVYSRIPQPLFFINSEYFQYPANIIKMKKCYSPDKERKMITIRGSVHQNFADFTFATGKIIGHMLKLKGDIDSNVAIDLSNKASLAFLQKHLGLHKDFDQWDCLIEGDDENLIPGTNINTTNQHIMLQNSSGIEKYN
PAFAH1B2 inh: PAFAH1B2 (human) inhibition; 340,000 tested, 1.2% active; recombinant PAFAH1B2, FP-rhodamine activity probe, fluorescence polarization; inhibition, % at 3.39 µM; AID 492953; P68402;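 active means inhibition above the mean of all tested compounds plus 3 SD, cut at about 24% in these data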;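 further: 0% = enzyme with DMSO and 100% = wells lacking PAFAH1B2; many of its hits are not listed in these tables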
PME-1 inh: PME-1 (human) inhibition. inhibition, % at 5.9 µM. 320,000 tested, 0.53% active. recombinant PME-1, FP-Rh probe fluorescence polarization. Q9Y570. AID 2130;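 active means inhibition above the campaign mean of all compounds plus 3 SD, cut at about 26% in these data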;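 further: competitive labeling of PME-1 active site by serine hydrolase directed probe; 0% = PME-1 with DMSO and 100% = wells lacking PME-1 enzyme; inhibitors block probe labeling so polarization falls and inhibition rises; many of its hits are not listed in these tables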
Bcl-xL primary: inhibitors of human Bcl-xL; Q07817; GST-Bcl-xL / FITC-Bim BH3 peptide fluorescence polarization; inhibition, % at 10.9 µM; 320,000 tested, 0.7% active; AID 2129;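 active means inhibition above the mean of all tested compounds plus 3 SD, cutoff set per campaign, cut at about 30% in these data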;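 further: 0% = DMSO wells and 100% = unlabeled Bim-BH3 peptide competitor; inhibitors lower millipolarization by displacing the labeled peptide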
GLD-1 TGE inh: GLD-1-TGE RNA interaction inhibition (C. elegans) | AID 2280 | inhibition, % at 5.96 µM | purified GLD-1 + fluorescein TGE RNA, fluorescence polarization | 320,000 tested, 0.44% active | Q17339;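 active means percent inhibition above a per-plate cutoff, the plate mean of test compounds plus 3 SD, cut at about 30% in these data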;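 further: 0% = DMSO wells with GLD-1 and probe and 100% = wells lacking GLD-1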
MEX-5 binding: C. elegans MEX-5 TCR-2 RNA binding activity. Q9XUB2. MEX-5/FITC-TCR2 RNA binding, fluorescence polarization; active compounds read low. activity score (negative = inhibition of binding), % at 10 µM. 300,000 tested, 0.38% active;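 active means inhibition past about -25% in most replicates, and total fluorescence under double the plate's negative control median, limit read from the data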;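 further: 0% = DMSO and -100% = 5 µM competing unlabeled TCR2 RNA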
Target sequence (Q9XUB2 whole entry, looked up): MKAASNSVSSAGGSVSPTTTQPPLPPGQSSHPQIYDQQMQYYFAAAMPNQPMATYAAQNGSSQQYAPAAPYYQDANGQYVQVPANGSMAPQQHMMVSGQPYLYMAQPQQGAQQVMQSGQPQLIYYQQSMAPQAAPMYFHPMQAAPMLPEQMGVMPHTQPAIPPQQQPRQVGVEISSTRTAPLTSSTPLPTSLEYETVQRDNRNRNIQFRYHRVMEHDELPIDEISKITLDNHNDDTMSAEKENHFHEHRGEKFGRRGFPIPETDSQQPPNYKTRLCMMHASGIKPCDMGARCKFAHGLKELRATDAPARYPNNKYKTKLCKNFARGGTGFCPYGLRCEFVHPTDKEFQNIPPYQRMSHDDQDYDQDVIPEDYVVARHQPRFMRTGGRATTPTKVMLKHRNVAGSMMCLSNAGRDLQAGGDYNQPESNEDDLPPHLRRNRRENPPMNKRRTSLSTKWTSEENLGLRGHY
An asterisk follows results filed as active; . = no result given. This is a subset, so the mix of outcomes need not match the whole.

SMILES | AHR activator | Fam108B counter | MCL1 BIM primary | pPAFAH FP inh | PAFAH1B2 inh | PME-1 inh | Bcl-xL primary | GLD-1 TGE inh | MEX-5 binding
CC(C)(Cc1ccc(O)cc1)NC(=O)CC(=O)N/N=C/c1ccc(Cl)cc1 | 8 | -1 | -4 | 1 | 7 | -1 | -6 | 4 | 1.1
CSc1nc(NC(C)(C)C)nc(N2CCOCC2)n1 | 11 | 2 | 7 | -2 | 2 | 2 | 4 | -8 | -0.9
Nc1nnc(-c2cn(-c3ccccc3)nc2-c2ccccc2)o1 | -3 | -1 | 5 | 2 | -5 | -6 | -1 | 3 | 2.4
Cn1c(N2CCCCC2)cc(=O)n(C)c1=O | -1 | -1 | 3 | 1 | 0 | -3 | 9 | 1 | -3.9
COc1ccc(-c2nn(C)c(=O)c3ccccc23)cc1NC(=O)Cn1nc(C)c2ccccc2c1=O | 5 | -3 | -1 | -4 | -3 | -4 | 6 | -4 | 2.9
O=S(=O)(Cc1cc(Cl)nc(-c2cccnc2)n1)c1ccccc1 | 0 | -2 | 10 | -9 | 5 | 3 | 3 | 9 | 2.1
O=C(COC(=O)CCNS(=O)(=O)c1ccc2c(c1)OCCO2)NC1CCCc2ccccc21 (configuration not stated) | 3 | 0 | 0 | 17 | 5 | 8 | 2 | 2 | 3.9
COc1ccc(/C=N/Nc2nc(C)cc(-c3ccccc3)n2)cc1OC | 52* | -1 | 1 | 17 | 4 | 5 | 5 | 6 | -3.5
CC(=O)N1CCSc2ccc(S(=O)(=O)NCCc3cccc(C)c3)cc21 | -3 | -6 | 0 | 4 | 4 | 1 | 7 | 2 | 2.5
CCOC(=O)c1ccc(Nc2cc(C)nc(N3CCOCC3)n2)cc1 | 10 | -1 | 6 | 3 | -3 | -1 | 6 | 2 | -1.0
CCCCC(=O)NC(=S)NNS(=O)(=O)c1ccccc1 | -1 | 2 | 14 | -4 | 1 | -5 | 12 | 0 | 1.2
O=C(CCN1C(=O)/C(=C/c2ccc(F)cc2)SC1=S)NC1C=CS(=O)(=O)C1 (configuration not stated) | 0 | 0 | 11 | 1 | 4 | 3 | 5 | 9 | -0.3
CC(C)CN(CCOc1cccc(N2C(=O)C3=C(CCCC3)C2=O)c1)CC(C)C | 3 | 0 | 0 | -12 | 1 | -8 | -1 | 2 | 0.6
O=C(COC(=O)c1ccccn1)Nc1cccc(Cl)c1Cl | 0 | -2 | -6 | 0 | -3 | 1 | 5 | -5 | 0.6
Cc1ccc(S(=O)(=O)N2CCN(CC(=O)N/N=C\c3ccc(O)c(O)c3)CC2)cc1 | 1 | -4 | 15 | 1 | 8 | 1 | 13 | 0 | -1.9
COc1cc(C(=O)OCC(=O)NCC2CCCCC2)ccc1OCC(C)C | -3 | -1 | -2 | 15 | 2 | 3 | 2 | 6 | -3.0
O=[N+]([O-])c1cccc(-c2ccc(/C=N/NC(=S)Nc3ccccc3)o2)c1 | 65* | 6 | 11 | 12 | 1 | 22 | 3 | 2 | -0.4
CC(=O)c1cccc(NC(=O)c2ccc(C)c(S(=O)(=O)N3CCOCC3)c2)c1 | 7 | 1 | 6 | 2 | 1 | -2 | 2 | 1 | -1.7
O=C1CCc2cc(S(=O)(=O)Nc3cccc(F)c3)cc3c2N1CC3 | -2 | -1 | -1 | 18 | 3 | -5 | 1 | 3 | -3.1
CC(C)c1cc(C(=O)N/N=C/c2ccoc2)cs1 | 9 | 0 | 14 | 12 | 2 | -5 | 6 | 3 | -2.3
CCOc1cc(S(=O)(=O)NCc2cccs2)ccc1Cl | 2 | 2 | 3 | -1 | 1 | 0 | 8 | 3 | .
COc1cccc(OC(C)c2ccnc3nc(/N=C/N(C)C)nn23)c1 (configuration not stated) | 4 | -4 | 6 | -7 | 7 | -3 | -2 | 3 | -3.5
c1ccc(CCn2nnnc2CN2CCCc3ccccc32)cc1 | 15 | 0 | 42* | 5 | 3 | 0 | 42* | 5 | -6.3
Cc1ccc2c(c1)N(CC(=O)N1CCN(c3ccccc3)CC1)C(=O)C(C)O2 (configuration not stated) | 2 | 0 | 7 | 4 | 5 | 2 | 4 | 4 | -2.2
CCOC(=O)COc1ccc(S(=O)(=O)N2CCN(C(=O)OCC)CC2)cc1 | 0 | 0 | 4 | 2 | -1 | -4 | 4 | -8 | -0.5

Next section; it opens with the seven that closed the last part.
SMILES | AHR activator | Fam108B counter | MCL1 BIM primary | pPAFAH FP inh | PAFAH1B2 inh | PME-1 inh | Bcl-xL primary | GLD-1 TGE inh | MEX-5 binding
O=C1CCc2cc(S(=O)(=O)Nc3cccc(F)c3)cc3c2N1CC3 | -2 | -1 | -1 | 18 | 3 | -5 | 1 | 3 | -3.1
CC(C)c1cc(C(=O)N/N=C/c2ccoc2)cs1 | 9 | 0 | 14 | 12 | 2 | -5 | 6 | 3 | -2.3
CCOc1cc(S(=O)(=O)NCc2cccs2)ccc1Cl | 2 | 2 | 3 | -1 | 1 | 0 | 8 | 3 | .
COc1cccc(OC(C)c2ccnc3nc(/N=C/N(C)C)nn23)c1 (configuration not stated) | 4 | -4 | 6 | -7 | 7 | -3 | -2 | 3 | -3.5
c1ccc(CCn2nnnc2CN2CCCc3ccccc32)cc1 | 15 | 0 | 42* | 5 | 3 | 0 | 42* | 5 | -6.3
Cc1ccc2c(c1)N(CC(=O)N1CCN(c3ccccc3)CC1)C(=O)C(C)O2 (configuration not stated) | 2 | 0 | 7 | 4 | 5 | 2 | 4 | 4 | -2.2
CCOC(=O)COc1ccc(S(=O)(=O)N2CCN(C(=O)OCC)CC2)cc1 | 0 | 0 | 4 | 2 | -1 | -4 | 4 | -8 | -0.5
CCOc1ccc2[nH]c(=O)c(CN(Cc3nnnn3Cc3ccco3)C3CCCCC3)cc2c1 | 2 | -3 | 3 | 1 | 2 | 1 | 9 | 2 | -0.1
N#Cc1c(N)nc(Sc2ccc(Cl)cc2)c(C#N)c1-c1ccccc1Cl | 2 | -11 | -3 | -3 | -2 | -5 | 1 | 3 | -1.5
CCCCCOC(=O)CSc1nnc(-c2ccccc2)c(=O)[nH]1 | 0 | 1 | 2 | 2 | 8 | -1 | 0 | 0 | 1.7
COCCN=c1scc(-c2cccs2)n1/N=C(\C)c1ccco1 | 32 | -2 | -14 | 6 | -3 | 5 | -9 | -6 | 4.3
O=C(NCCc1ccccn1)c1cc(-c2ccc(Cl)c(Cl)c2Cl)nc2ccccc12 | 14 | 0 | 6 | 1 | -1 | 8 | -1 | 5 | -1.2
CC(C)OC(=O)c1ccc(NC(=O)c2cncc(Br)c2)cc1 | 12 | 1 | 2 | -1 | 2 | -31 | 1 | 5 | 1.3
Cc1cc(Cl)ccc1OCC(=O)N(Cc1cccs1)C1CCS(=O)(=O)C1 (configuration not stated) | 0 | -3 | 1 | 3 | 0 | 0 | 3 | 2 | 0.4
O=C(N/N=C/c1ccccn1)c1ccc([N+](=O)[O-])cc1Cl | 2 | -2 | -4 | 2 | 8 | -6 | 1 | 6 | -0.8
O=C1CCC(/C=C/c2ccccc2)=NN1 | 3 | -4 | -4 | 0 | 7 | -2 | -2 | -5 | -0.6
Cc1ccc(NC(=O)CNC(=O)CC23CC4CC(CC(C4)C2)C3)c(O)c1 | 12 | 3 | 11 | 4 | 14 | -2 | 7 | 1 | 2.1
CCOc1ccc(N(CC(=O)Nc2cccnc2)S(=O)(=O)c2ccc(C)cc2)cc1 | 0 | 2 | 3 | 3 | 2 | 7 | 5 | 4 | -2.0
CCN(CC(=O)c1c(N)n(C)c(=O)n(C)c1=O)c1cccc2ccccc12 | 50* | 0 | 7 | 4 | 4 | 10 | 12 | 3 | -2.3
S=C(NCc1ccc(Cl)cc1)Nc1ccncc1 | 0 | -1 | 4 | 0 | 3 | 3 | 3 | 6 | -2.3
CCn1c(C)nnc1SCC(=O)NC1CCCCCC1 | -1 | 2 | -2 | 5 | 2 | 3 | 2 | -5 | 0.0
COC(=O)C1CCN(C(=O)CSc2nnc(-c3ccccc3)o2)CC1 | -2 | 5 | 1 | -2 | 2 | -2 | 0 | -3 | 1.5
O=C(CSc1nccn1-c1ccc(Cl)cc1)N1CCCc2ccccc21 | 13 | -1 | 1 | 1 | 25* | 2 | -1 | 1 | 1.3
CN(C)CCn1c(SCc2ccccc2C#N)nc2c(sc3ccccc32)c1=O | 23 | 0 | -1 | 1 | 1 | 4 | 6 | -21 | 1.4
Cc1ccc(Cl)cc1N1CCN(C(=O)CNC(=O)c2ccc(Br)o2)CC1 | -2 | . | 6 | -6 | 4 | -2 | 6 | 3 | .
C/C(=N\Nc1ccc2nncn2n1)c1ccco1 | 4 | -3 | 3 | 3 | 1 | -3 | 1 | -3 | -3.2
Nc1nc(NC(=O)c2ccco2)nn1-c1ccccc1 | 6 | 9 | 2 | 1 | -3 | 4 | 6 | 3 | 0.7
CCOC(=O)Nc1ccc2c(c1)N(C(=O)CCN1CCOCC1)c1ccccc1S2=O (configuration not stated) | 10 | -1 | -9 | 4 | 1 | -5 | 2 | 3 | -0.6
COc1cc(Cn2nnc3ccccc32)ccc1O | 0 | 4 | 9 | 1 | 3 | 1 | 10 | 9 | 2.0
Nc1nc(SCC(=O)Nc2c(Br)cc([N+](=O)[O-])cc2Br)n[nH]1 | 1 | 0 | 2 | -4 | 3 | 0 | -2 | 10 | -8.0
COc1cc(C2NC(=O)C(C#N)=C(S)N2c2ccc(C)cc2)ccc1OC(C)C (configuration not stated) | 3 | -1 | 10 | 4 | 7 | -3 | 11 | -3 | -4.4
Cc1ccc(CSCC(=O)NCc2ccc(F)cc2)cc1 | 0 | 4 | 7 | 5 | 13 | -2 | 8 | 2 | 0.7
The list goes on:
SMILES | AHR activator | Fam108B counter | MCL1 BIM primary | pPAFAH FP inh | PAFAH1B2 inh | PME-1 inh | Bcl-xL primary | GLD-1 TGE inh | MEX-5 binding
CCCCOC(=O)Oc1ccc2c(=O)c(Oc3cc(C)cc(C)c3)coc2c1 | 2 | -2 | 0 | 7 | 4 | 2 | -4 | -2 | 2.0
COc1ccc(/C=N/Nc2nnc(Cc3ccc(OC)c(OC)c3)c(=O)[nH]2)cc1OC | 4 | -3 | 1 | 5 | 6 | -8 | 2 | 3 | -0.7
CNC(=O)CSc1nnc(NC(=O)C2CC(=O)N(c3ccccc3OC)C2)s1 (configuration not stated) | 0 | 0 | -4 | 7 | -2 | -11 | 1 | 1 | -1.7
CCN(CC)CC#CCC(O)(c1ccccc1)c1ccccc1 | 2 | 0 | 6 | 4 | 2 | 0 | 5 | -3 | -0.4
NC(=O)Cc1cn(-c2ncc(C(F)(F)F)cc2Cl)c2ccccc12 | 9 | 1 | -4 | 1 | 4 | -4 | -1 | -6 | -2.5
Cc1ccc(NC(=O)Nc2cccs2)nc1 | 22 | -3 | -2 | 11 | 6 | 7 | -1 | -4 | 4.3
CN(C1CCCCC1)S(=O)(=O)c1ccc(NC(=O)c2ccc(Br)o2)cc1 | 1 | -20 | 0 | -5 | -6 | -22 | 6 | 0 | -2.4
O=C(Nc1ccc(Cl)c(-c2nc3ccccc3[nH]2)c1)c1cccnc1 | 52* | -6 | -1 | -5 | -4 | -11 | 3 | -7 | 4.6

Part of the list above, with two lines to a compound.
Below each compound – AHR activator	Fam108B counter	MCL1 BIM primary	pPAFAH FP inh	PAFAH1B2 inh	PME-1 inh	Bcl-xL primary	GLD-1 TGE inh	MEX-5 binding
- O=C(NCCc1ccccn1)c1cc(-c2ccc(Cl)c(Cl)c2Cl)nc2ccccc12
 : 14	0	6	1	-1	8	-1	5	-1.2
- CC(C)OC(=O)c1ccc(NC(=O)c2cncc(Br)c2)cc1
 : 12	1	2	-1	2	-31	1	5	1.3
